Source: PubChem BioAssay
LGR2 inh – inhibitors of bursicon-induced Drosophila LGR2 receptor cAMP signaling; AID 720647; hit rate 0.35% among 380,000; HEK293 LGR2, CRE-luciferase, bursicon-stimulated, 4 h; inhibition, % at 9.99 µM;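 active means drop in luminescence signal, shown as inhibition above about 50% in the replicate tests, limit read from the data, passing the limit was not always enough; inconclusive means probably only some replicates passing the limit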;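 further: agonist challenge used bursicon conditioned medium at about half maximal strength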
Casp6 inh – caspase-6 (human) enzyme inhibition. purified caspase-6, Z-VEID-R110 cleavage fluorescence. inhibition, % at 12.5 µM. P55212. AID 686996. hit rate 0.53% among 350,000;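 active means mean inhibition across replicates at least about 35%, with every replicate also reaching that limit, limit read from the data; inconclusive means only one of the two criteria met; inactive means neither criterion met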;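 further: 0% = median of neutral control wells and 100% = no fluorescence left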
Target sequence (P55212 24-179 limits assumed): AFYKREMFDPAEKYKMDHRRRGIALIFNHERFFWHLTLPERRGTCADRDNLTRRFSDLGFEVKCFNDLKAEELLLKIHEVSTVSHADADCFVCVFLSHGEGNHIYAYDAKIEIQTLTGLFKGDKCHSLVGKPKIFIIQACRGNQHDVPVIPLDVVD
Target sequence (P55212 194-293 limits assumed): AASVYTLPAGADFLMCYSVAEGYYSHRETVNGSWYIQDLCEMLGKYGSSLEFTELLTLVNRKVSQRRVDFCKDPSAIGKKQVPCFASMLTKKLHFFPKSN
Statin myotox sup – suppression of simvastatin myotoxicity; hit rate 0.78% among 330,000; AID 602340; C2C12 myotubes + simvastatin, ATP luminescence, 48 h; scaled: DMSO 0, geranylgeraniol control 100; rescue of ATP level, % at 7.49 µM;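 active means mean ATP rescue above about 67%, or every replicate alone reaching that limit, limit read from the data, passing the limit was not always enough; inconclusive means no clear call, values can overlap the other calls; inactive means mean under the limit and some replicate under it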;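 further: myotubes were challenged with 10 µM simvastatin during compound exposure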
FN deposit inh – fibronectin deposition inhibition; hit rate 0.086% among 350,000; AID 743247; AH1F fibroblasts, Alexa488-fibronectin deposition fluorescence, overnight; inhibition, % at 12.6 µM;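 active means mean inhibition across replicates of 30% or more, regardless of how many single replicates reach that level; inconclusive means mean under 30% yet at least half of replicates reach 30%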;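 further: positive control wells lacked labelled fibronectin entirely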
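Material: AH1F fibroblast monolayer depositing Alexa488-labelled fibronectin into matrix / Amount: 10000 AH1F cells per well / Signal: fluorescence 485/525 nm / Medium: DMEM, 2% serum / Compound: single dose, pinned / Incubation: 1 h cell adhesion before compound, then overnight fibronectin incubation / Reagent: Alexa488-FN, 24 nM final / Read-out: inhibition of fibronectin deposition signal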
esBAF inh – inhibitors of esBAF chromatin remodeling in mouse ES cells | Bmi1-luciferase knock-in reporter, 24 h; 100% = twice the neutral-well signal | reporter increase, % at 12.5 µM | hit rate 2% among 350,000 | AID 602393; in the data active means activation above about 40%; inconclusive means no clear call, values can overlap the other calls;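 further: 0% = median of the plate's neutral control wells and 100% = double that signal; a rise in the Bmi1 reporter signal indicates esBAF inhibition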
SIRT5 inh – sirtuin-5 (human) deacylase inhibition; AID 652115; inhibition, % at 15 µM; hit rate 1.1% among 330,000; Purified SirT5, succinyl-peptide AMC, trypsin-coupled fluorescence; Q9NXA8; in the data active means inhibition above about 15%; inconclusive means no clear call, values can overlap the other calls
Target sequence (Q9NXA8 whole entry, looked up): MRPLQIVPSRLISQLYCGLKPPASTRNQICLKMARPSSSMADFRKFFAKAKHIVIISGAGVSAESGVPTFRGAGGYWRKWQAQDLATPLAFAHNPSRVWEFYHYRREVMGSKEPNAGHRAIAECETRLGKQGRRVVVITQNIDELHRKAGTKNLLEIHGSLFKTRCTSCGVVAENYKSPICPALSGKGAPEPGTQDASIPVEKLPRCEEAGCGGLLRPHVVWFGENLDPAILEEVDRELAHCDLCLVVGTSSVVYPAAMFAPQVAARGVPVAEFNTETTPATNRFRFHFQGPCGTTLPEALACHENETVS
S100A4 inh HTS – S100A4-myosin IIA interaction inhibition; P26447; S100A4/TAMRA-MyoIIA peptide fluorescence polarization; inhibition, % at 10.7 µM; hit rate 0.14% among 360,000; AID 652163;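 active means mean inhibition of at least 70% across replicates, with every replicate also reaching that level; inconclusive means mean inhibition reaches 70% but some replicates fall short; inactive means mean inhibition below 70%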
Target sequence (P26447 whole entry, looked up): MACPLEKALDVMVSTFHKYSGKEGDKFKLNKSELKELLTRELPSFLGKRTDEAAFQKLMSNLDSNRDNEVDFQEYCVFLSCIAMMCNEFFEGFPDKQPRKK
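Test system – S100A4 monomer (human) · Compound – single-point compound testing · Schedule – 5 min incubation before reading · Probe or stimulus – TAMRA-labelled myosin IIA heavy-chain peptide probe, 5 nM · Benchmarks – neutral control DMSO, positive control TFP · Medium – Calcium-containing HEPES buffer, pH 7.2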
The depositor's hits bear a star; ? = inconclusive; . = no result given; & = joins results of further samples.

SMILES	LGR2 inh	Casp6 inh	Statin myotox sup	FN deposit inh	esBAF inh	SIRT5 inh	S100A4 inh HTS
COc1ccc(C(=O)NNC(=O)CSc2nnc(C)n2C)cc1	-19	4	7	3	-2	0	0
COc1ccc(Cl)cc1-c1nc(SCC(=O)NC2CC2)n[nH]1	23	0	.	6	.	-4	7
C[C@@H]1CN([C@@H](C)CO)C(=O)Cc2cc(NC(=O)c3ccncc3)ccc2O[C@H]1CN(C)C(=O)Nc1ccc(C(F)(F)F)cc1	-34	-1	2	.	-2	-2	-33
O=C(CN(C(=O)c1csnn1)c1ccc(F)c(Cl)c1)NC1CCCC1	-3	.	1	-9	-10	-6	-13
O=S(=O)(NCCC1CC1(Cl)Cl)c1ccc(Cl)cc1 (stereo not given)	-2	2	.	-6	.	-2	8
COc1ccccc1OCc1nnc(SCC(=O)N2CCCC2)o1	0	-3	14	-3	0	.	2
COC(=O)c1cc2c(c3c4cc(OC)ccc4n(S(=O)(=O)c4ccc(OC)cc4)c13)C(=O)N(C)C2	-26	-5	.	-2	.	.	-13
Cc1c(NC(=O)COC(=O)COc2ccc(Nc3ccccc3)cc2)c(=O)n(-c2ccccc2)n1C	-19	5	.	-4	.	5	-5
O=C(NCc1ccccc1F)C1CC(=O)N(c2ccc3c(c2)OCCO3)C1 (stereo not given)	7	-3	-5	-5	6	0	8
C[C@@H](NC(=O)[C@@H]1Cc2ccccc2CN1)C(=O)NCC1CCCO1 (stereo not given in full)	-1	-5	2	5	-2	-4	-4
CNC(=O)CSc1nc2sccc2c(=O)n1-c1ccccc1	-2	1	-4	0	-2	3	-3
COc1ccc(S(=O)(=O)N(C)C[C@@H]2OCCCC[C@@H](C)Oc3ccc(NC(=O)Nc4c(C)noc4C)cc3C(=O)N([C@H](C)CO)C[C@@H]2C)cc1	1	2	-9	-5	0	-3	14

Limited to esBAF inh and FN deposit inh, for some of the entries so far:
| SMILES | esBAF inh | FN deposit inh |
| --- | --- | --- |
| C[C@@H]1CN([C@@H](C)CO)C(=O)Cc2cc(NC(=O)c3ccncc3)ccc2O[C@H]1CN(C)C(=O)Nc1ccc(C(F)(F)F)cc1 | -2 | . |
| COC(=O)c1cc2c(c3c4cc(OC)ccc4n(S(=O)(=O)c4ccc(OC)cc4)c13)C(=O)N(C)C2 | . | -2 |
| COc1ccccc1OCc1nnc(SCC(=O)N2CCCC2)o1 | 0 | -3 |
| O=C(CN(C(=O)c1csnn1)c1ccc(F)c(Cl)c1)NC1CCCC1 | -10 | -9 |

Remaining list, next part:
SMILES	LGR2 inh	Casp6 inh	Statin myotox sup	FN deposit inh	esBAF inh	SIRT5 inh	S100A4 inh HTS
Oc1ccccc1N1CCN(c2ncnc3scc(-c4ccccc4)c23)CC1	27	0	33	4	0	2	-9
CC1(C(=O)NCc2ccccc2)CCC(=O)N1C1CCN(Cc2ccccc2)CC1 (stereo not given)	-1	-2	.	2	.	.	-2
O=C(c1ccc([N+](=O)[O-])cc1)n1nc(-c2ccccc2)nc1NCc1ccc(F)cc1	.	2	.	1	.	.	1
COc1cc(NC(=O)c2csc(-c3ccncc3)n2)cc(C(=O)Nc2cccc(C(F)(F)F)c2)c1	11&6	0&-1	-25&-19	-5&7	18&1	-1	-3&-5
N#C[C@H]1[C@@H](c2ccccc2-c2cccc(F)c2)[C@H](CO)N1S(=O)(=O)c1cccc(F)c1	26	0	.	8	.	5	9
CC(C)CN(CC(C)C)C(=S)Nc1ccc(Cl)cc1	3	7	.	-1	.	-2	3
Nc1ccc(-n2c(N)c(C(=O)NCc3ccc4c(c3)OCO4)c3nc4ccccc4nc32)cc1	.	-6	.	7	.	-8	-1
O=C(O)c1ccc(-n2cc(C(=O)c3ccccc3O)cn2)cc1	1	4	-26	-8	7	-4	-8
Nc1nc(SCC(=O)Nc2ccc(Cl)cc2C(F)(F)F)n[nH]1	6	-1	.	-4	.	5	-4
Cc1ccccc1S(=O)(=O)N1CCCCN2[C@H](C1)[C@H](c1ccc(C#CCN(C)C)cc1)[C@@H]2CO	-11	0	-36	12	-2	1	2
COC(=O)C1=C(C)N(Cc2cccc(C(F)(F)F)c2)C(=NCC2CC2)NC1c1ccccc1C(F)(F)F (stereo not given)	15	10	.	-1	.	0	8
Cc1ccccc1NC(=S)Nc1ccccn1	-9	-1	3	-1	12	-6	0

Full records, quoted from the list. Screens in order: LGR2 inh	Casp6 inh	Statin myotox sup	FN deposit inh	esBAF inh	SIRT5 inh	S100A4 inh HTS
Nc1ccc(-n2c(N)c(C(=O)NCc3ccc4c(c3)OCO4)c3nc4ccccc4nc32)cc1 in the list: .	-6	.	7	.	-8	-1
CC(C)CN(CC(C)C)C(=S)Nc1ccc(Cl)cc1 in the list: 3	7	.	-1	.	-2	3

Going on with the list.
SMILES	LGR2 inh	Casp6 inh	Statin myotox sup	FN deposit inh	esBAF inh	SIRT5 inh	S100A4 inh HTS
O=C(Nc1ccccc1Cl)C(Cl)C(=O)c1ccccc1 (stereo not given)	-20	.	-1	8	-2	-2	-1
COc1oc(C(=O)NC2CCCCC2)c(-c2ccc(Cl)cc2)c1S(=O)(=O)c1ccccc1	-18	-1	.	-1	.	.	-9
O=c1c2ccccc2sc2ccccc12	-33	-4	0	-2	57*	1	-2
Cc1cc(NC(=O)c2c(-c3c(F)cccc3Cl)noc2C)no1	15	-7	.	-6	.	-4	-4
CCc1ccccc1NC(=O)CN(C)C(=O)CN1C(=O)NC2(CCCCCC2)C1=O	2	-2	-15	.	-3	-4	-3
CCN(Cc1ccccc1)C(=O)C1CCN(c2ncnc3c2nc2n3CCCCC2)CC1	9	1	4	9	11	5	-1
CC(C)Cc1nnc(NC(=O)CN2C(=O)NC3(CCCCC3)C2=O)s1	-2	3	7	.	3	0	-3
CC(=O)Nc1ccc(S(=O)(=O)N[C@@H](C)C(=O)OCC(=O)c2ccc(Br)s2)cc1	2	0	-6	-3	-1	-2	4
O=C1c2ccccc2C(=O)c2c(NCCCN(CCO)CCO)cccc21	-39	-6	.	.	.	-1	-39
CC(C)NC(=O)Nc1ccc2c(c1)C(=O)N(C)[C@H]1CC[C@@H](CC(=O)NCc3ccc(F)cc3)O[C@@H]1CO2	-4	0	-6	0	1	0	-6
CO[C@H]1CN(C)C(=O)c2cc(NS(=O)(=O)c3cn(C)cn3)ccc2OC[C@H](C)NC[C@@H]1C	-25	-1	1	-10	-2	-4	3
O=c1c(Oc2ccccc2)coc2cc(O)cc(O)c12	-10	5	-4	.	-7	9	0
O=C(CSc1ccc(Br)cc1)N1CCOCC1	11	.	-6	1	23	-4	1
COc1c(C)cc(C(=O)C2CCCN(C(=O)c3cc(C)on3)C2)cc1C (stereo not given)	-2	2	21	-3	6	-3	-8
COc1ccc2nc(N/C(N)=N/S(C)(=O)=O)nc(C)c2c1	-10	-2	6	13	21	-8	-7
O=C(CCSCc1ccccc1Cl)NCc1cccs1	-28	3	-1	.	4	6	-2
CC(C)CC#Cc1ccc2c(c1)O[C@H](CN(C)C(=O)Cc1ccccn1)[C@H](C)CN([C@@H](C)CO)S2(=O)=O	19	-4	-28	3	1	2	-2
CCOCCCNC(=O)Cn1cnc2c(cnn2-c2ccc(OC)cc2)c1=O	-9	3	4	7	-10	1	1
O=C(NCC(O)c1nc2ccccc2[nH]1)c1cc2ccccc2[nH]1 (stereo not given)	.	0	2	-2	-3	-2	5
Cc1noc(C)c1NC(=O)Nc1cccc2c1O[C@H](CN(C)S(=O)(=O)c1ccc(F)cc1)[C@H](C)CN([C@H](C)CO)C2=O	-16	-2	-17	.	-3	10	-10
O=C(CN1CCOCC1)NCC[C@@H]1CC[C@H](NC(=O)Nc2ccc(Cl)cc2)[C@H](CO)O1	-19	-1	-2	.	-7	0	2
CCOc1[nH]n(-c2ccccc2)c(=O)c1C=NCc1cccnc1	-1	-3	0	8	-1	1	5
CNC(=O)c1cccnc1Nc1cccc(C(F)(F)F)c1	-22	1	.	.	.	-1	7
O=C(Cn1c(C(=O)N2CCc3ccccc3C2)cc2sccc21)c1ccccc1	29	2	8	.	-6	-1	-3
O=S(=O)(c1ccc(F)c(F)c1)N1CCN(c2ccccn2)CC1	1	-2	-10	9	-1	0	-2
CCN(CC)S(=O)(=O)c1ccc2oc(Nc3ccccc3)nc2c1	-42	4	-51	-5	71*	1	10
CC(C)CC#Cc1ccc2c(c1)O[C@H](CN(C)Cc1ccc(F)cc1)[C@H](C)CN([C@@H](C)CO)S2(=O)=O	.	-1	-107	.	0	?	8
CCC(=O)N(C)C[C@H]1Oc2ncc(-c3ccc(F)cc3)cc2C(=O)N([C@@H](C)CO)C[C@H]1C	-2	1	-5	-2	-3	5	0
O=C(CCc1ccccc1)NC1(Cc2ccccc2)CCN(CCCc2ccccc2)C1=O (stereo not given)	10	-1	-14	4	-4	.	7
Cc1cc(C)n(CC(=O)N/N=C/c2cc([N+](=O)[O-])ccc2O)n1	20	-5	.	-6	.	3	-10
COc1ccccc1NC(=O)N1C[C@@H](C)[C@H](OC)CN(C)C(=O)c2ccc(NC(=O)c3cnccn3)cc2OC[C@H]1C	3	3	-11	-6	-2	1	1
O=C(Cc1cccs1)N1CCN=C1SCc1ccc(F)cc1	39	-1	.	-12	.	-4	-10
S=C(NCc1ccccc1)Nc1ccc2cn[nH]c2c1	-7	0	.	14	.	-1	1
COc1cc(CNc2ncnc3c2ncn3[C@H]2CN(Cc3cccc(C(F)(F)F)c3)C[C@@H](COC(C)=O)O2)cc(OC)c1OC	2	1	7	0	4	-3	1
CCn1c(SCC(=O)N2CCCc3ccccc32)nc2ccccc2c1=O	.	.	5	-7	6	.	.
CN(C)c1oc(-c2ccccc2F)nc1C#N	-7	0	8	8	4	.	0
CCN(CC)C(=O)Cn1c(=O)n(CCC(=O)Nc2ccc(F)cc2)c(=O)c2sccc21	11	0	16	3	-3	-5	-5
O=C(Nc1ccc(F)cc1)N[C@@H]1CC[C@@H](CC(=O)N2CCOCC2)O[C@H]1CO	-1	0	5	-5	-1	2	1
N#CC1(NC(=O)COC(=O)c2ncc(Cl)c(Cl)c2Cl)CCCCC1	-4	2	12	5	-2	-3	-1
O=C(C[C@H]1CC[C@@H]2[C@H](COC[C@@H](O)CN2Cc2ccc(Cl)cc2)O1)NCCc1ccccc1	7&3	-1&-1	5	1&1	3	1&0	0&-7
O=C(Cc1ccc(Cl)cc1Cl)OCC(=O)N1CCCCC1	0	-2	-2	6	4	6	-3
O=C(C[C@@H]1C[C@@H]2c3cc(NC(=O)c4cccnc4)ccc3O[C@@H]2[C@H](CO)O1)NC1CCCCC1	7	5	3	.	-8	-1	2

3 structures already listed, arranged by molar mass, low to high.
SMILES	LGR2 inh	Casp6 inh	Statin myotox sup	FN deposit inh	esBAF inh	SIRT5 inh	S100A4 inh HTS
N#CC1(NC(=O)COC(=O)c2ncc(Cl)c(Cl)c2Cl)CCCCC1	-4	2	12	5	-2	-3	-1
O=C(C[C@@H]1C[C@@H]2c3cc(NC(=O)c4cccnc4)ccc3O[C@@H]2[C@H](CO)O1)NC1CCCCC1	7	5	3	.	-8	-1	2
O=C(C[C@H]1CC[C@@H]2[C@H](COC[C@@H](O)CN2Cc2ccc(Cl)cc2)O1)NCCc1ccccc1	7&3	-1&-1	5	1&1	3	1&0	0&-7

Some of the compounds tested (hit frequency here may not be typical).
